# Bioassay records: PubChem, several laboratories
# PMK inhibit – S. pneumoniae PMK inhibitors, primary screen, biochemical, mevalonate pathway, pilot trial included. inhibition, % at 10 µM. phosphomevalonate kinase (Streptococcus pneumoniae D39). actives 0.49% (n = 65,000). purified PMK, PK/LDH-coupled NADH absorbance 340 nm;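 active = top-ranked compounds by inhibition in the single 10 µM screen, taking a fixed number of the strongest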;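 also: 0% = full reaction with DMSO carrier and 100% = background rate without enzyme reaction; no value below 0 was filed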
# Spn DPM-DC inh – S. pneumoniae DPM-DC inhibitors, primary screen, biochemical, PK/LDH-coupled NADH fluorescence; diphosphomevalonate decarboxylase (Streptococcus pneumoniae D39); purified DPM-DC; calls only at 10 µM; actives 0.49% (n = 65,000); AID 556, 2006;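 active = the 320 compounds with the highest percent inhibition in the single-dose primary screen, excluding strongly autofluorescent ones, cut at about 32% in these data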;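 also: kinetic rate of NADH fluorescence loss reporting ADP formed by the decarboxylase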
# Bfl-1 displacement – Bfl-1 inhibitors, primary screen, biochemical, fluorescence polarization, FITC-Bid, mouse (AID 432) | actives 0.02% (n = 64,000) | Bcl-2-related protein A1 (Mus musculus) | displacement, % at 20 µM; hits with a dose series show IC50 in µM | FITC-Bid BH3 peptide fluorescence polarization displacement; higher % means a stronger effect; in the data active = a potency from the dose series; inactive = the rest, 99 in 100 with displacement below about 15%; also: strong numbers were not always called active
# Alkaline phosphatase – human TNAP enzyme inhibitors, biochemical, luminescent (AID 518); purified TNAP enzyme, luminescent substrate readout; higher % means a stronger effect; inhibition, % at 20 µM; hits with a dose series show IC50 in µM; actives 0.09% (n = 64,000); in the data active = a potency from the dose series; inactive = the rest, 99 in 100 with inhibition below about 22%;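 also: plate controls were vehicle for no effect and reference inhibitor for full effect; many of its hits are not listed in these tables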
# MK inhibit – S. pneumoniae MK inhibitors, primary screen, biochemical, PK/LDH-coupled NADH absorbance; mevalonate kinase [Streptococcus pneumoniae D39]; purified MK, PK/LDH-coupled NADH absorbance 340 nm; inhibition, % at 10 µM; actives 0.48% (n = 65,000);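 active = ranked among the strongest by inhibition in the single 10 µM screen, a fixed top-ranked set picked for dose follow-up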; also: no value below 0 was filed
# KRASV12 cytotoxicity – cytotoxicity in KRAS-transformed pancreatic duct cells, primary screen, cell-based, fluorescence, HTS (AID 431). HPDE-C7K KRASV12 cells, Alamar Blue viability, 48 h; higher % means a stronger effect. one-dose cytotoxicity, % at 10 µM; EC50 in µM for titrated hits. actives 1.7% (n = 63,000);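 active = compounds whose percent cytotoxicity in the single-dose primary screen, scaled between solvent and toxic-drug controls, exceeds 50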;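 also: 0% = DMSO solvent wells and 100% = doxorubicin-treated wells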
# HPDE-C7 cytotoxicity – cytotoxicity in HPDE-C7 cells, cell-based, fluorescence, HTS (AID 430); HPDE-C7 pancreatic duct cells viability, fluorescence; higher % means a stronger effect; cytotoxicity, % at 10 µM; hits with a dose series show EC50 in µM; actives 1.8% (n = 63,000);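 also: cells exposed to compound for 48 hours before viability readout; 0% = vehicle and 100% = reference cytotoxic drug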
# LYP inhibition – LYP phosphatase inhibitors, primary screen, biochemical, DiFMUP fluorescence, recombinant catalytic domain, 10 µM (AID 606). Tyrosine-protein phosphatase non-receptor type 22 (Homo sapiens). recombinant LYP catalytic domain, DiFMUP fluorescence; higher % means a stronger effect. one-dose inhibition, % at 10 µM; IC50 in µM for titrated hits. 52,000 tested, under 10 active;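 active = IC50 under 40 µM in the dose-response test; inactive = IC50 of 40 µM or more, or never dose-tested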
# HT1080 cytotoxicity – cytotoxicity in HT1080 fibrosarcoma cells, cell-based, fluorescence readout (AID 620); HT1080 viability, fluorescence; higher % means a stronger effect; cytotoxicity, % at 10 µM; hits with a dose series show EC50 in µM; actives 0.42% (n = 87,000);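 also: cells exposed to compound overnight then 4 h with Alamar Blue; 0% = vehicle DMSO and 100% = killing control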
# PMK inhibit pilot replicates – recorded beside PMK inhibit, whose call it bears; inhibition, %; measured here: pilot screen replicates
# MK inhibit pilot replicates – further read-out of MK inhibit, marked with its call; inhibition, %; measured here: pilot screen replicates
# Spn DPM-DC inh pilot screen % – second read-out of Spn DPM-DC inh, no call of its own (marks repeat the call); inhibition, %; measured here: pilot screen trials
# Starred values were filed as active, the others as inactive; i = inactive; · = no result given. Rule as the data show it, unless noted: active = cytotoxicity above about 50%; inactive = the rest.
SMILES,PMK inhibit,Spn DPM-DC inh,Bfl-1 displacement,Alkaline phosphatase,MK inhibit,KRASV12 cytotoxicity,HPDE-C7 cytotoxicity,LYP inhibition,HT1080 cytotoxicity,others
COc1ccc(N/C=C2\CCOC2=O)cc1,6.0,i,-2.9%,5.3%,0.0,43.6%,11.9%,-1.6%,-4.6%,
O=C(Nc1nc(NC(=O)c2ccco2)n(-c2ccccc2)n1)c1ccccc1,1.0,·,-7.6%,0.6%,0.0,6.1µM*,3.73µM*,14.7%,34.7%,
Cc1cc2c(c(N)n1)c(=O)oc1ccccc12,5.0,·,-2.8%,5.2%,5.0,·,·,·,4.4%,
O=C(c1ccc(NS(=O)(=O)c2ccccc2)cc1)N1CCCC1,3.0,i,-3.3%,0.2%,0.0,-2.6%,4.8%,·,2.7%,
O=C(Cc1c(C(=O)O)[nH]c2ccccc12)Nc1ccc2c(c1)OCO2,0.0,i,1.4%,8.8%,5.0,13.8%,11.0%,·,12.6%,
C=CCSc1nnc(NC(=O)c2ccc(S(=O)(=O)NCC3CCCO3)cc2)s1 (stereo not given),6.0,i,-5.7%,15.8%,9.0,-9.5%,-3.0%,4.1%,-5.0%,PMK inhibit pilot replicates=2.5;MK inhibit pilot replicates=0.0;Spn DPM-DC inh pilot screen %=3.5
O=C1C2C3C=CC(CO)(O3)C2C(=O)N1c1ccc(-c2ccccc2)cc1 (stereo not given),0.0,i,-2.5%,4.2%,27.0,-0.8%,-19.1%,0.4%,4.0%,
CCCc1cc2c(=O)c(-c3ccccn3)coc2cc1OC,14.0,i,-5.7%,9.8%,0.0,17.3%,12.1%,·,-10.1%,
CC(NC(=O)c1ccc(F)cc1)C(c1cccs1)N1CCN(C)CC1 (stereo not given),18.0,i,-9.5%,17.8%,2.0,4.7%,1.4%,·,10.8%,PMK inhibit pilot replicates=3.0;MK inhibit pilot replicates=0.0;Spn DPM-DC inh pilot screen %=0.0
O=C(NC1CCCCCC1)C1CCCN(S(=O)(=O)c2cnc[nH]2)C1 (stereo not given),5.0,i,3.4%,18.3%,6.0,-2.0%,2.5%,1.9%,-7.9%,
CCCn1c2c(c(O)c(C(=O)Nc3ccc(C)cn3)c1=O)CCCC2,7.0,i,-7.4%,23.3%,5.0,9.2%,-1.1%,9.1%,13.6%,PMK inhibit pilot replicates=2.5;MK inhibit pilot replicates=0.0;Spn DPM-DC inh pilot screen %=1.0
Cc1ccc(NC(=O)c2cc(S(=O)(=O)N3CCOCC3)ccc2F)c(C)c1,16.0,i,-6.2%,1.3%,15.0,-10.8%,-11.8%,3.7%,7.2%,
CCOC(=O)c1[nH]c(=O)c2ccccc2c1O,0.0,i,0.1%,15.9%,6.0,2.4%,-10.8%,2.5%,0.1%,PMK inhibit pilot replicates=1.5;MK inhibit pilot replicates=0.0;Spn DPM-DC inh pilot screen %=9.5
Cc1cc(N2CCN(c3ccccc3F)CC2)nc2cc(O)ccc12,7.0,i,-1.3%,-2.2%,7.0,-4.8%,0.0%,·,1.5%,
O=C(CCCn1c(=O)[nH]c2cc(Cl)ccc2c1=O)NCC1CCCO1 (stereo not given),13.0,i,-1.7%,5.6%,4.0,-12.5%,-3.9%,-29.0%,1.3%,
Cc1cc(C)c2c(=O)[nH]c(SCC(=O)Nc3ccccc3)nc2n1,18.0,i,-1.1%,9.7%,5.0,-21.1%,-15.0%,6.8%,-1.6%,
Cc1ccc(-c2cc(-c3cccc(F)c3)n[nH]2)c(O)c1,3.0,i,1.7%,0.9%,6.0,10.8%,2.1%,14.4%,4.5%,
CCN(CC)C(=O)CSc1nc2ccccc2c(=O)n1CCC(=O)NCc1ccc(F)cc1,21.0,i,-4.1%,6.4%,5.0,0.1%,-10.1%,·,-6.9%,PMK inhibit pilot replicates=0.0;MK inhibit pilot replicates=3.5;Spn DPM-DC inh pilot screen %=0.0
Cc1nc(NC(=O)c2oc3ccccc3c2C)sc1C(=O)N(C)C,2.0,i,2.2%,8.0%,3.0,12.9%,9.6%,12.5%,-1.3%,
CC(C)(C)OC(=O)NCCc1nnc(SCC(N)=O)o1,0.0,i,-3.4%,11.1%,3.0,-31.7%,-26.8%,-3.0%,12.7%,
O=C(Nc1ccc2c(c1)OCCO2)c1ccc(S(=O)(=O)N2CCCCC2)cc1,14.0,i,-7.3%,15.2%,7.0,12.5%,14.7%,2.8%,-3.3%,
CC(=O)c1cc(C(=O)Nc2ccccc2C(=O)O)oc1C,15.0,i,6.8%,3.2%,10.0,5.4%,-3.8%,-6.6%,-1.2%,
O=C(NCCN1CCOCC1)c1nn2c(c1Cl)NC(c1ccccc1)CC2C(F)(F)F (stereo not given),9.0,i,0.0%,9.1%,0.0,1.4%,1.8%,·,-4.8%,
COc1ccc(Cl)cc1NC(=O)CSc1nnc(COc2ccccc2)n1C,4.0,i,-2.9%,2.0%,8.0,-2.7%,-5.6%,-9.5%,5.0%,
O=C(CCCCn1c(=O)[nH]c2ccccc2c1=O)NCCC1=CCCCC1,9.0,i,0.5%,3.9%,5.0,-14.5%,-22.0%,5.3%,2.6%,
# Carrying on:
SMILES,PMK inhibit,Spn DPM-DC inh,Bfl-1 displacement,Alkaline phosphatase,MK inhibit,KRASV12 cytotoxicity,HPDE-C7 cytotoxicity,LYP inhibition,HT1080 cytotoxicity,others
Cc1ccc2nsnc2c1S(=O)(=O)N1CCCC1,3.0,i,2.0%,14.4%,9.0,-7.9%,4.2%,2.2%,4.8%,
Cc1c(C(=O)NCCCN2CCCC2=O)oc2ccc(S(=O)(=O)N3CCOCC3)cc12,0.0,i,-1.3%,7.5%,13.0,-3.0%,-14.8%,·,-8.8%,
CCc1nc(N)c(C#N)c(-c2cccn2C)c1C,4.0,i,·,·,5.0,·,·,13.8%,0.3%,
CC(C)Cn1c(SCc2nnc(-c3cccs3)o2)nc(O)cc1=O,19.0,i,-2.6%,3.7%,0.0,2.5%,-6.7%,·,-6.5%,
O=C(CSc1nc2nc(-c3cccs3)cc(C(F)(F)F)c2c(=O)[nH]1)NCc1ccco1,11.0,·,14.3%,13.0%,12.0,·,·,·,-4.5%,
CCOC(=O)C1=C2N(C)c3ccccc3N2CCC1=O,0.0,i,-6.6%,5.0%,5.0,-4.6%,4.7%,·,3.9%,
CCCCN(Cc1cc2cc(OC)ccc2[nH]c1=O)C(=O)c1ccccn1,9.0,·,-3.0%,10.8%,10.0,3.3%,7.1%,10.9%,-0.6%,PMK inhibit pilot replicates=2.5;MK inhibit pilot replicates=0.0
CCN(CC(=O)NCc1cccs1)c1ccc(S(=O)(=O)N2CCOCC2)cn1,9.0,i,3.8%,9.1%,6.0,10.0%,8.7%,7.5%,-6.5%,
CCN(CC)CC(=O)c1ccc(-c2ccccc2)cc1,10.0,i,-1.5%,-4.2%,13.0,-3.0%,-3.0%,1.1%,-9.7%,
CCN(CCCNC(=O)CN(C)S(=O)(=O)c1ccc2c(c1)CCC(=O)N2)c1cccc(C)c1,6.0,i,·,·,8.0,·,·,·,-9.9%,
CCOc1cc2[nH]c(=O)n(CCC(=O)N3CCN(c4ccccc4OC)CC3)c(=O)c2cc1OCC,8.0,i,6.9%,11.3%,7.0,-4.1%,-8.1%,2.9%,-2.7%,
c1ccc(CCn2nnnc2CN2CCc3ccccc32)cc1,11.0,i,-5.7%,4.7%,0.0,4.8%,3.4%,8.9%,-6.0%,
CCOc1ccccc1N(C(=O)c1ccco1)C(C(=O)NC1CCCC1)c1cccnc1 (stereo not given),19.0,i,-18.1%,7.8%,4.0,-22.7%,-4.3%,·,-2.9%,PMK inhibit pilot replicates=7.0;MK inhibit pilot replicates=1.5;Spn DPM-DC inh pilot screen %=1.5
CCOC(=O)Cn1nnnc1CN(Cc1ccc(OC)cc1)Cc1cc2cc(CC)ccc2[nH]c1=O,9.0,i,1.3%,13.9%,8.0,16.4%,16.8%,11.5%,-4.6%,
NS(=O)(=O)c1ccc(NC(=O)CSC2=NC(=O)C(c3ccccc3)C(=O)N2)cc1 (stereo not given),5.0,i,5.2%,9.3%,0.0,8.5%,1.7%,-0.7%,-4.1%,
O=C1C(=O)N(CCN2CCOCC2)C(c2ccccn2)/C1=C(/O)c1ccccc1 (stereo not given),3.0,i,-3.4%,7.3%,10.0,-6.7%,-5.6%,·,20.5%,
CCCCCOC(=O)Cn1c(=O)oc2ccccc21,9.0,i,-4.2%,8.3%,0.0,0.5%,0.9%,5.8%,-5.8%,
CCC(C)(C)n1c(=O)[nH]c2c(c1=O)CCC2,17.0,i,2.6%,9.0%,7.0,-1.0%,-0.3%,13.8%,25.2%,
O=C(CN1C(=O)C2(OCCO2)c2ccccc21)c1ccc(Br)cc1,3.0,i,6.6%,6.2%,0.0,0.7%,-21.7%,5.6%,-0.8%,
CCOCC(=O)Nc1cc(OC)c(Cl)cc1OC,9.0,i,-5.1%,-3.0%,4.0,-10.9%,-7.1%,·,-1.4%,
O=C(CCSc1ccccc1)NCC1CCCO1 (stereo not given),0.0,i,-2.7%,8.9%,2.0,3.6%,4.4%,3.6%,9.6%,
O=C(c1cc(C2CC2)on1)N1CCN(c2ccc(F)cc2)CC1,18.0,i,-0.3%,1.3%,6.0,4.7%,-1.7%,19.0%,0.0%,

# Pulled by compound from the entries so far:
SMILES,PMK inhibit,Spn DPM-DC inh,Bfl-1 displacement,Alkaline phosphatase,MK inhibit,KRASV12 cytotoxicity,HPDE-C7 cytotoxicity,LYP inhibition,HT1080 cytotoxicity,others
CCOc1ccccc1N(C(=O)c1ccco1)C(C(=O)NC1CCCC1)c1cccnc1 (stereo not given),19.0,i,-18.1%,7.8%,4.0,-22.7%,-4.3%,·,-2.9%,PMK inhibit pilot replicates=7.0;MK inhibit pilot replicates=1.5;Spn DPM-DC inh pilot screen %=1.5
O=C1C(=O)N(CCN2CCOCC2)C(c2ccccn2)/C1=C(/O)c1ccccc1 (stereo not given),3.0,i,-3.4%,7.3%,10.0,-6.7%,-5.6%,·,20.5%,
Cc1nc(NC(=O)c2oc3ccccc3c2C)sc1C(=O)N(C)C,2.0,i,2.2%,8.0%,3.0,12.9%,9.6%,12.5%,-1.3%,
O=C(Nc1ccc2c(c1)OCCO2)c1ccc(S(=O)(=O)N2CCCCC2)cc1,14.0,i,-7.3%,15.2%,7.0,12.5%,14.7%,2.8%,-3.3%,
O=C(Nc1nc(NC(=O)c2ccco2)n(-c2ccccc2)n1)c1ccccc1,1.0,·,-7.6%,0.6%,0.0,6.1µM*,3.73µM*,14.7%,34.7%,
O=C(c1ccc(NS(=O)(=O)c2ccccc2)cc1)N1CCCC1,3.0,i,-3.3%,0.2%,0.0,-2.6%,4.8%,·,2.7%,

# Rows were taken by chance, and some 3.3% of all compounds hit somewhere here.
